TNFa cytotox – cytotoxicity in TNFa-stimulated HUVEC, primary screen, cytotoxicity control for VCAM1 expression modulator project, imaging, Hoechst nuclei count; HUVEC TNFalpha-stimulated, Hoechst cell count; cell count reduction, % at 2 µM; hit rate 0.17% among 93,000;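 active means cell count reduction exceeding the screen mean by over 5 SD, scaled to untreated wells per plate, cut at about 78% in these data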;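 further: cells counted after 24 h of TNF alpha exposure following the 1 h pretreatment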
VCAM1 TNFa inh – inhibitors of TNFa-induced VCAM1 expression, primary screen, imaging, HUVEC, TNFa stimulus, immunofluorescence | HUVEC TNFa-induced VCAM-1 immunofluorescence, high-content imaging | inhibition, % at 2 µM | hit rate 0.48% among 95,000;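 active means inhibition above the batch mean plus 3 SD, with images confirmed as a hit by eye, cut at about 37% in these data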;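 further: 0% = TNF-stimulated DMSO wells and 100% = unstimulated control wells; not every result past the cut was called active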
PTPN22 act – LYP phosphatase activators, primary screen, biochemical, DiFMUP fluorescence, 2 µM; hit rate 0.11% among 96,000; activation, % at 2 µM; recombinant LYP; 0 = plate median, 100 = signal doubled;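 active means activation at 2 µM above a set limit, the mean plus 5 SD, cut at about 37% in these data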
IL1B cytotox – cytotoxicity in IL-1B stimulated HUVEC, primary screen, cytotoxicity control for IL-1B NFkB translocation project, imaging, Hoechst nuclear count, IL-1B stimulus; cell count reduction, % at 2 µM; HUVEC cell count loss; hit rate 0.41% among 94,000;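 active means cell count reduction more than 3 SD above the screen-wide mean, cut at about 70% in these data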;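 further: normalized per plate to untreated control cells as the no-loss baseline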
LYP inh 2 – PTPN22 phosphatase inhibitors, primary screen, biochemical, DiFMUP fluorescence, 2 µM; recombinant LYP catalytic domain; inhibition, % at 2 µM; Tyrosine-protein phosphatase non-receptor type 22 (Homo sapiens), Q9Y2R2; hit rate 0.21% among 96,000; AID 640, 2007;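 active means inhibition at 2 µM at or above a set limit, the screen mean plus 3 SD, cut at about 24% in these data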;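 further: 0% = DMSO with enzyme and 100% = enzyme fully blocked by orthovanadate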
cytoskel mod – modifiers of F-actin cytoskeleton organization, primary screen, imaging, HUVEC, phalloidin staining, high-content imaging | HUVEC TNFa F-actin phalloidin imaging | inhibition, % at 2 µM | hit rate 0.18% among 91,000 | AID 836, 2007;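 active means inhibition above the batch mean plus 3 SD and confirmed as a hit by visual image inspection, cut at about 30% in these data, passing the limit was not always enough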; further: strong numbers were not always called active
ERa SRC1 inh – ERα–SRC-1 coactivator interaction inhibitors, primary screen, biochemical, TR-FRET, ERα LBD, estradiol-bound; Estrogen receptor (Homo sapiens), P03372; TR-FRET ER-alpha LBD / SRC-1 peptide; hit rate 1.7% among 86,000; inhibition, % at 25.6 µM; in the data active means inhibition above about 50%;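 further: 0% = receptor plus peptide control and 100% = peptide only without receptor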
Target sequence (P03372 whole entry, looked up, the tested form may be a part): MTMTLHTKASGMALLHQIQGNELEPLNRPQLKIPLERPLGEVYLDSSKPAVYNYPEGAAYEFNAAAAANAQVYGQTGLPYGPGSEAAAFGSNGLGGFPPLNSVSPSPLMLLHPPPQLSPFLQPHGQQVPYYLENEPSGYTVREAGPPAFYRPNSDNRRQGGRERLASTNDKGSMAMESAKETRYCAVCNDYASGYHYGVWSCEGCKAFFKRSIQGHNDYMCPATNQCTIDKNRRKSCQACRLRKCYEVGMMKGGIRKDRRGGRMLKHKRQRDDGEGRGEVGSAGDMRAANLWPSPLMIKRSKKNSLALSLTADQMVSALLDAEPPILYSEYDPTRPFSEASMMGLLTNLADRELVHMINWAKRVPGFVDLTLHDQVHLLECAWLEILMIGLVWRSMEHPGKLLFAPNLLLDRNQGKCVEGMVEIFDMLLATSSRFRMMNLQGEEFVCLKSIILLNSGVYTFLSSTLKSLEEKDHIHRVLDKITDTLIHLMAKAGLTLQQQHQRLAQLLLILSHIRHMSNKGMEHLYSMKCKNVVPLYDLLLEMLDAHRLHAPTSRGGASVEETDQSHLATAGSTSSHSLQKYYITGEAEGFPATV
FAK inh – FAK kinase inhibitors, primary screen, biochemical; Focal adhesion kinase 1 (Homo sapiens), Q05397; biochemical FAK kinase activity assay; inhibition, %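 (tested at 7 µM)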; hit rate 0.84% among 97,000; AID 727, 2007; in the data active means inhibition above about 19%;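 further: 0% = DMSO and 100% = reference compound high control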
Pyk2 oligo antag – antagonists of Pyk2 self-association, primary screen, Q293 cells, FERM NanoBiT luminescence, HTS. Protein-tyrosine kinase 2-beta (Homo sapiens), Q14289. stronger effect = lower value. z-score (the deposit names both 25 µM and 10 µM). hit rate 0.83% among 99,000;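 active means Z-score of -3 or lower, scaled per plate to the spread of control and sample wells; inactive means z-score above -3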;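 further: negative z-score means lost luminescence so less FERM oligomerization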
* hit, by the source's call; [ ] = dose if it differs, or a comment. This is a random part of the collection. About 3.8% of those tested had a hit in this group.

Results for Cc1c(NC(=O)c2cc(-n3cnnc3)ccc2Cl)cccc1-c1nc2ccccc2s1 ?
TNFa cytotox: -2; VCAM1 TNFa inh: 14; PTPN22 act: -4; IL1B cytotox: -26; LYP inh 2: 9; cytoskel mod: 7; FAK inh: -5; Pyk2 oligo antag: -0.81

What do the screens show for `Cc1cc2cc(C)c3nnc(SCC(=O)NCc4ccco4)n3c2cc1C`?
PTPN22 act: 6; IL1B cytotox: -42; LYP inh 2: -7; cytoskel mod: 0; ERa SRC1 inh: -1; FAK inh: -3; Pyk2 oligo antag: 0.85

How did CCSc1nnc(NC(=O)Cc2ccccc2OC)s1 do in these assays?
TNFa cytotox: -19; VCAM1 TNFa inh: 10; PTPN22 act: -12; IL1B cytotox: -1; LYP inh 2: 15; cytoskel mod: 14; ERa SRC1 inh: -6; FAK inh: -6; Pyk2 oligo antag: -0.6

Results for O=C(CSc1nccn1-c1ncc(C(F)(F)F)cc1Cl)c1ccc(Br)cc1 ?
TNFa cytotox: -27; VCAM1 TNFa inh: 8; PTPN22 act: 2; IL1B cytotox: -12; LYP inh 2: 5; cytoskel mod: 16; FAK inh: -1; Pyk2 oligo antag: 0.94

What do the screens show for `COc1ccc(CC(=O)Nc2ccc(-c3noc(-c4cc(OC)c(OC)c(OC)c4)n3)cc2)cc1`?
TNFa cytotox: -2; VCAM1 TNFa inh: 6; PTPN22 act: 2; IL1B cytotox: -32; LYP inh 2: -6; cytoskel mod: 11; ERa SRC1 inh: 34[fluorescence artefact?]; FAK inh: 0; Pyk2 oligo antag: 1.5

What do the screens show for `Cn1c(=O)n(CCC(=O)O)c2ccccc21`?
TNFa cytotox: -20; VCAM1 TNFa inh: -12; PTPN22 act: -2; IL1B cytotox: -6; LYP inh 2: 0; cytoskel mod: 1; FAK inh: 0; Pyk2 oligo antag: 1.4

How did Clc1cccc2sc(N3CCOCC3)nc12 do in these assays?
TNFa cytotox: 8; VCAM1 TNFa inh: -13; PTPN22 act: -8; IL1B cytotox: -34; LYP inh 2: 6; cytoskel mod: -30; ERa SRC1 inh: -4; FAK inh: -2; Pyk2 oligo antag: 0.43

What do the screens show for `CCC(=O)N1CCN(CCN=CC2=C(O)CC(C)(C)CC2=O)CC1`?
PTPN22 act: 1; IL1B cytotox: -46; LYP inh 2: -2; ERa SRC1 inh: 7; FAK inh: -1; Pyk2 oligo antag: -0.16

What do the screens show for `N#CCc1ccc(NC(=O)Nc2cccc(Cl)c2)cc1`?
TNFa cytotox: -11; VCAM1 TNFa inh: -5; PTPN22 act: 6; IL1B cytotox: 4; LYP inh 2: -8; cytoskel mod: 10; ERa SRC1 inh: 2; FAK inh: 2; Pyk2 oligo antag: -1.4

What do the screens show for `CC1(C)CC(=O)C(CCC(=O)c2ccccc2)C(C)(C)N1` (configuration not stated)?
TNFa cytotox: -9; VCAM1 TNFa inh: -9; PTPN22 act: 12; IL1B cytotox: 3; LYP inh 2: -15; cytoskel mod: 3; ERa SRC1 inh: -4; FAK inh: 0; Pyk2 oligo antag: 0.43

Results for CC1CCc2nn(CC(=O)NC3CCCC3)cc2C1 (configuration not stated) ?
TNFa cytotox: 7; VCAM1 TNFa inh: -4; PTPN22 act: -10; IL1B cytotox: 9; LYP inh 2: 7; cytoskel mod: -25; ERa SRC1 inh: -4; FAK inh: 8

What do the screens show for `COc1cc(C2C(C#N)=C(N)Oc3cc(C)oc(=O)c32)cc2c1OCO2` (configuration not stated)?
PTPN22 act: -8; LYP inh 2: 8; ERa SRC1 inh: 70*; FAK inh: 7; Pyk2 oligo antag: 0.32

Results for COC(=O)C1CN(S(=O)(=O)c2ccc(C)cc2)CCN1S(=O)(=O)c1ccc(C)cc1 (configuration not stated) ?
TNFa cytotox: -66; VCAM1 TNFa inh: -52; PTPN22 act: 1; IL1B cytotox: -34; LYP inh 2: -3; cytoskel mod: 16; ERa SRC1 inh: 0; FAK inh: 0; Pyk2 oligo antag: -3.7*

How did ON=C1CCN(c2ncc(C(F)(F)F)cc2Cl)CC1 do in these assays?
TNFa cytotox: 12; VCAM1 TNFa inh: -8; PTPN22 act: -3; IL1B cytotox: -63; LYP inh 2: 2; cytoskel mod: -7; FAK inh: 0; Pyk2 oligo antag: 0.32

How did CC(=O)Nc1ccc(SCC(=O)c2cc(C)n(Cc3cccs3)c2C)cc1 do in these assays?
TNFa cytotox: -33; VCAM1 TNFa inh: 10; PTPN22 act: -9; IL1B cytotox: -27; LYP inh 2: 7; cytoskel mod: -4; FAK inh: 0; Pyk2 oligo antag: 0.22

Results for CN(C(=O)c1ccc(NC(=O)C2CC=CCC2C(=O)O)cc1)c1ccccc1 (configuration not stated) ?
TNFa cytotox: -18; VCAM1 TNFa inh: -2; PTPN22 act: -7; IL1B cytotox: 7; LYP inh 2: 4; cytoskel mod: -6; ERa SRC1 inh: -20; FAK inh: 0; Pyk2 oligo antag: 0.24

What do the screens show for `CC(C)(C)C(=O)OCC1OC(n2cnc(C(N)=O)n2)C(O)C1O` (configuration not stated)?
TNFa cytotox: -9; VCAM1 TNFa inh: 20; PTPN22 act: -4; IL1B cytotox: -105; LYP inh 2: 2; cytoskel mod: 2; ERa SRC1 inh: -1[fluorescence artefact?]; FAK inh: 1; Pyk2 oligo antag: -0.79

What do the screens show for `CN1CC(=O)Nc2ccc(F)cc2C1=O`?
TNFa cytotox: -38; VCAM1 TNFa inh: -34; PTPN22 act: 7; IL1B cytotox: -41; LYP inh 2: -7; cytoskel mod: 1; ERa SRC1 inh: 12; FAK inh: 0; Pyk2 oligo antag: 0.8

How did CC(Oc1ccc(F)cc1)C(=O)Nc1ccc2ccccc2c1 (configuration not stated) do in these assays?
TNFa cytotox: -20; VCAM1 TNFa inh: 3; PTPN22 act: 12; IL1B cytotox: 7; LYP inh 2: -12; cytoskel mod: 10; ERa SRC1 inh: 0; FAK inh: 2; Pyk2 oligo antag: -0.85

What do the screens show for `COC(=O)c1cccc(NS(=O)(=O)c2ccc(OC)cc2)c1C`?
TNFa cytotox: -3; VCAM1 TNFa inh: 15; PTPN22 act: 6; IL1B cytotox: 22; LYP inh 2: -6; cytoskel mod: 8; ERa SRC1 inh: 26; FAK inh: -2; Pyk2 oligo antag: 1.7

What do the screens show for `COC(=O)CSc1nc(NC(C)C)nc(N2CCOCC2)n1`?
TNFa cytotox: -16; VCAM1 TNFa inh: -15; PTPN22 act: 6; IL1B cytotox: -11; LYP inh 2: -12; cytoskel mod: 4; ERa SRC1 inh: 18; FAK inh: -2; Pyk2 oligo antag: 1.4

How did O=C(CCc1ccccc1)NNC(=S)NC(=O)c1ccccc1 do in these assays?
TNFa cytotox: -2; VCAM1 TNFa inh: 18; PTPN22 act: -5; LYP inh 2: 10; cytoskel mod: -4; FAK inh: -9; Pyk2 oligo antag: 0.1

How did COCc1cc(C)[nH]c(=O)c1C#N do in these assays?
TNFa cytotox: -27; VCAM1 TNFa inh: 9; PTPN22 act: 9; IL1B cytotox: -3; LYP inh 2: -12; cytoskel mod: -8; ERa SRC1 inh: -3; FAK inh: 0; Pyk2 oligo antag: -0.3

Results for Cc1cccc(S(=O)(=O)Nc2cccc3c2C(=O)c2ccccc2-3)c1 ?
TNFa cytotox: -19; VCAM1 TNFa inh: 10; PTPN22 act: -1; IL1B cytotox: -2; LYP inh 2: 3; cytoskel mod: 0; FAK inh: -4; Pyk2 oligo antag: -1.4

What do the screens show for `COc1ccccc1CNc1cc(C)ccc1C`?
TNFa cytotox: -16; VCAM1 TNFa inh: -2; PTPN22 act: 0; IL1B cytotox: -1; LYP inh 2: -4; ERa SRC1 inh: -1; FAK inh: -2; Pyk2 oligo antag: 0.07

Results for CC1(C)Cc2ccccc2-c2nc(-c3ccccc3)oc(=O)c21 ?
TNFa cytotox: 11; VCAM1 TNFa inh: 4; PTPN22 act: 1; IL1B cytotox: 6; LYP inh 2: 1; ERa SRC1 inh: 3[fluorescence artefact?]; FAK inh: 1; Pyk2 oligo antag: -0.54

How did O=C(CSc1ncn[nH]1)c1ccccc1 do in these assays?
TNFa cytotox: -26; VCAM1 TNFa inh: -7; PTPN22 act: -12; IL1B cytotox: -2; LYP inh 2: 11; cytoskel mod: 34; ERa SRC1 inh: 1; FAK inh: -5; Pyk2 oligo antag: 0.19

Results for Cc1ccc(CN(C(=O)c2sc3ccccc3c2Cl)C2CCS(=O)(=O)C2)cc1 (configuration not stated) ?
TNFa cytotox: -5; VCAM1 TNFa inh: -25; PTPN22 act: -5; IL1B cytotox: -14; LYP inh 2: 4; cytoskel mod: 0; ERa SRC1 inh: 7; FAK inh: 3; Pyk2 oligo antag: -1.9

How did Cc1cc(C(=O)NNC(=S)NC(=O)/C=C/c2ccccc2Cl)n[nH]1 do in these assays?
TNFa cytotox: -27; VCAM1 TNFa inh: 9; PTPN22 act: 2; IL1B cytotox: -39; LYP inh 2: -5; cytoskel mod: 13; ERa SRC1 inh: 19; FAK inh: 0; Pyk2 oligo antag: -0.55

What do the screens show for `CCn1c(CSc2nnc(-c3ccoc3C)n2C)nc2cc(S(=O)(=O)N(C)C)ccc21`?
PTPN22 act: -2; IL1B cytotox: 10; LYP inh 2: 0; ERa SRC1 inh: -9; FAK inh: 5; Pyk2 oligo antag: -0.07

Results for COc1ccc(S(=O)(=O)CC(O)CN2CCCC2=O)cc1 (configuration not stated) ?
TNFa cytotox: -10; VCAM1 TNFa inh: -3; PTPN22 act: 6; IL1B cytotox: 2; LYP inh 2: -3; cytoskel mod: -10; FAK inh: -2; Pyk2 oligo antag: 1.6

Of the compounds above, 5 contain two or more sulfur atoms:
How did CCSc1nnc(NC(=O)Cc2ccccc2OC)s1 do in these assays?
TNFa cytotox: -19; VCAM1 TNFa inh: 10; PTPN22 act: -12; IL1B cytotox: -1; LYP inh 2: 15; cytoskel mod: 14; ERa SRC1 inh: -6; FAK inh: -6; Pyk2 oligo antag: -0.6

Results for COC(=O)C1CN(S(=O)(=O)c2ccc(C)cc2)CCN1S(=O)(=O)c1ccc(C)cc1 (configuration not stated) ?
TNFa cytotox: -66; VCAM1 TNFa inh: -52; PTPN22 act: 1; IL1B cytotox: -34; LYP inh 2: -3; cytoskel mod: 16; ERa SRC1 inh: 0; FAK inh: 0; Pyk2 oligo antag: -3.7*

How did CC(=O)Nc1ccc(SCC(=O)c2cc(C)n(Cc3cccs3)c2C)cc1 do in these assays?
TNFa cytotox: -33; VCAM1 TNFa inh: 10; PTPN22 act: -9; IL1B cytotox: -27; LYP inh 2: 7; cytoskel mod: -4; FAK inh: 0; Pyk2 oligo antag: 0.22

Results for Cc1ccc(CN(C(=O)c2sc3ccccc3c2Cl)C2CCS(=O)(=O)C2)cc1 (configuration not stated) ?
TNFa cytotox: -5; VCAM1 TNFa inh: -25; PTPN22 act: -5; IL1B cytotox: -14; LYP inh 2: 4; cytoskel mod: 0; ERa SRC1 inh: 7; FAK inh: 3; Pyk2 oligo antag: -1.9

What do the screens show for `CCn1c(CSc2nnc(-c3ccoc3C)n2C)nc2cc(S(=O)(=O)N(C)C)ccc21`?
PTPN22 act: -2; IL1B cytotox: 10; LYP inh 2: 0; ERa SRC1 inh: -9; FAK inh: 5; Pyk2 oligo antag: -0.07
